TIM10 inh = growth inhibitors of TIM10 yeast strain; inhibition, % at 10 µM; S. cerevisiae TIM10 strain growth, BacTiter-Glo luminescence, 24 h; hit rate 1.4% among 330,000;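 active = inhibition of 40% or more at the single tested concentration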;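 note: wild-type TIM10 isogenic control strain grown at permissive 25 °C; 0% = DMSO yeast wells and 100% = minimal medium wells without yeast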
NALP3 yeast inh = blocks the NALP3 inflammasome reconstituted in yeast | Yeast reconstituted NLRP3/ASC/caspase-1, beta-gal luminescence, 24 h | inhibition, % at 10 µM | hit rate 0.39% among 330,000;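 active = inhibition of 50% or more; inactive = inhibition below 50%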;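 note: plate controls were induced DMSO wells for no effect and uninduced yeast grown without galactose for full effect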
MPTP inh = permeability transition pore inhibition; isolated mouse mitochondria, Ca2+ swelling absorbance, 30 min; inhibition, % at 10 µM; hit rate 1.4% among 360,000;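 active = inhibition of 50% or more, scaled per plate between neutral and stimulator controls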;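 note: 0% = DMSO wells given calcium and 100% = 1 mM EGTA wells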
tim23-1 inh = inhibits growth of tim23-1 mutant yeast; S. cerevisiae tim23-1 growth, BacTiter-Glo luminescence, 24 h; inhibition, % at 20 µM; hit rate 1.3% among 330,000;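 active = growth inhibition of the mutant yeast at or above 50%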;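 note: temperature-sensitive mutant grown at 25 °C; plate controls were DMSO-treated mutant yeast for no effect and medium wells lacking yeast for full effect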
NR3A LBD binder = NR3A (human) ligand-binding domain modulation; NR3A LBD differential scanning fluorimetry, Tm shift; 0% = protein alone, 100% = glycine-bound protein; Tm shift relative to glycine control, % at 25 µM; hit rate 2.5% among 340,000; AID 1259313;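 active = melting temperature shift of at least 10% of the positive control shift, at one fixed dose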
APJ antagonist = APJ receptor antagonism | hit rate 0.32% among 330,000 | inhibition, % at 20 µM | CHO-K1 APJ beta-arrestin complementation, luminescence | P35414;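 active = inhibition above about 40% at 20 µM, limit read from the data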;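 note: cells challenged with 10 nM apelin-13 agonist together with compound; plate controls were apelin-13 plus DMSO wells for no effect and DMSO wells lacking apelin-13 for full effect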
Target sequence (P35414 whole entry, looked up): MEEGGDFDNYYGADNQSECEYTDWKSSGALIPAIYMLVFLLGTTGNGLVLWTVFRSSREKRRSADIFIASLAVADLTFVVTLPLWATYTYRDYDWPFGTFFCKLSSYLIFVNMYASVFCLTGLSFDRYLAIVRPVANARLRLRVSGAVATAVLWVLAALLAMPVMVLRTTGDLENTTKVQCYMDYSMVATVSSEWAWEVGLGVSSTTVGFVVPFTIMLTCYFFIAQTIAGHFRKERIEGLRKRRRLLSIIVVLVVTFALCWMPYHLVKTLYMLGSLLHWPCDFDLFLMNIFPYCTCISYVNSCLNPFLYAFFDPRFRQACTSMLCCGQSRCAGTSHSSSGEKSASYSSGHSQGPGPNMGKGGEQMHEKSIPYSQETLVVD
APJ agonist = activates the human apelin receptor APJ. P35414. CHO-K1 APJ PathHunter beta-arrestin, luminescence; 0% DMSO wells, 100% apelin. activation, % at 20 µM. hit rate 0.11% among 330,000;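 active = activation more than six SD over the plate average, tested at 20 µM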;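 note: 0% = DMSO alone and 100% = apelin-13 at 10 nM; some results filed as inactive read as strong as hits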
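Assay system – PathHunter CHO-K1 APJ (AGTRL-1) beta-arrestin reporter cells · Compound – one dose, 20 µM compound, 1% DMSO · Timing – compound 90 min 25 °C, reagent 1 h · Measured by – luminescence from split beta-galactosidase complementation, Galacton Star/Emerald II substrate · Measure – beta-arrestin recruitment to APJ as agonist activity, luminescent signal · Benchmarks – DMSO vs Apelin-13 10 nM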
MIN6 prolif = MIN6 beta-cell proliferation induction; MIN6 cells proliferation, ATPlite luminescence, 48 h; cells starved in 0.2% serum; 100% = growth in 10% serum; proliferation, % at 10 µM; hit rate 0.29% among 330,000;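 active = compounds whose signal lies at least 3.5 SD above the mean of all wells on their plate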;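 note: 0% = DMSO-treated cells in low-serum medium and 100% = 10% serum control; some compounds called inactive have numbers as strong as hits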
tim10-1 inh = growth inhibitors of tim10-1 mutant yeast. AID 463190. hit rate 2.2% among 330,000. S. cerevisiae tim10-1 ts strain growth, BacTiter-Glo, 24 h. inhibition, % at 20 µM;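 active = inhibition of at least 40%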;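 note: mutant grown at 25 °C; 0% = DMSO wells with yeast and 100% = wells holding no yeast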
* hit, by the source's call.

SMILES	TIM10 inh	NALP3 yeast inh	MPTP inh	tim23-1 inh	NR3A LBD binder	APJ antagonist	APJ agonist	MIN6 prolif	tim10-1 inh
CC(=O)c1cccc(NC(=O)C(C)OC(=O)CNC(=O)c2ccc(C)s2)c1 (stereo not given)	11	24	-0.4	4	3	9	-1	-2	3
COc1ccc(N(CCCN2C(=O)c3cccc4cccc(c34)C2=O)C(=O)c2ccncc2)cc1	15	7	0.1	30	0	11	-1	-1	25
COc1cc(N)c(Cc2nccc3cc(OC)c(OC)cc23)cc1OC	14	12	2.9	10	0	-15	2	1	7
COc1ccc(COC(=O)CNC(=O)C2CCCCC2)cc1F	-7	1	-1.2	11	2	10	0	-2	0
CC(=O)c1c(CC(=O)O)[nH]n(-c2nc3ccccc3s2)c1=O	8	6	-1.4	19	1	29	-4	-1	12
COCC1CCN(C(=O)c2cc(COc3ccc(-n4cncn4)cc3)on2)C1 (stereo not given)	4	11	0.4	12	1	4	-2	1	-7
CCOc1cc(S(=O)(=O)NCCc2ccc(OC)c(OC)c2)c(OCC)cc1-n1cnnn1	-10	-4	-0.4	2	2	-6	-1	2	7
Cc1ccccc1CN(c1ccc(C(=O)NCC2CCCO2)cc1)S(C)(=O)=O (stereo not given)	-5	2	16	7	-6	5	-1	-1	-11
O=C(O)CCC(=O)NNC(=O)c1ccc(Br)cc1	-11	15	-1.5	8	0	-18	1	-2	-2
Cn1ncc(Br)c1NC(=O)c1cc(Cl)cc(Cl)c1	6	4	0.1	20	0	5	-2	-2	26
O=S(=O)(c1ccc(Cl)c(F)c1)N1CCC(c2nc(-c3ccncc3)no2)CC1	9	-1	0.8	17	0	28	4	-2	10
COc1ccccc1[C@@]1(C)ON(c2ccccc2C(F)(F)F)C1=O	65*	39	0.9	63*	2	-1	0	-7	-98
Cc1ccc(OCC(=O)N2CCOCC2)c([N+](=O)[O-])n1	3	-5	-0.1	4	1	8	-3	-5	-5
CC(N=C1NS(=O)(=O)c2ccccc21)C(=O)Nc1ccc(F)cc1Cl (stereo not given)	4	-3	-1.6	8	1	4	4	0	6
O=C(NC1CCCC1)c1cc(-c2ccc(Cl)c(Cl)c2)on1	-19	34	-1.0	11	0	2	3	0	3
CCOc1ccc(C(=O)/C=C/Nc2ccc(S(=O)(=O)Nc3onc(C)c3C)cc2)cc1	5	1	1.5	22	-3	7	-2	-1	21
COC(=O)c1cc(OC)c(OC)cc1NC(=O)c1cc(OC)cc(OC)c1	28	21	3.3	6	-2	19	2	-1	16
Cc1coc(NC(=O)CSc2nc(-c3ccc(Cl)cc3)cc(C(F)(F)F)c2C#N)n1	-10	7	6.7	-27	-5	7	-5	-2	17
O=C(NCc1ccccc1)Oc1cccc(Cl)c1	0	8	4.9	19	-1	-5	0	1	13
Cn1c(CSCc2ccccc2)nnc1SCC(=O)Nc1ccc(C(=O)O)cc1	-12	9	-2.3	-4	-1	8	-2	-2	-11
O=C1COc2ccc(C(=O)COC(=O)Cn3cnc4ccccc43)cc2N1	3	24	1.6	19	2	-18	9	0	8
N#CCSc1nnc(CNc2ccc(F)cc2)o1	3	5	1.1	-1	1	9	-2	-2	5
CCN=C(Nc1ccc(Cl)cc1)c1cccnc1	-9	19	0.0	11	-1	7	0	0	-9
NS(=O)(=O)c1cccc(NC(=O)COC(=O)c2cc(-c3ccc(Cl)cc3)nc3ccccc23)c1	29	-2	1.4	5	34*	23	0	-6	16
Oc1ccccc1Nc1ccccn1	2	30	-1.0	6	-17	-9	-2	-2	13
Oc1c(CN2CCCCC2)cc(COCc2ccccc2)c2cccnc12	5	10	0.4	-17	-1	13	-9	-6	23
CCC(=O)NC(=S)Nc1cccc(Cl)c1N1CCCC1	32	-73	-0.8	5	-1	-1	0	-6	38
COc1ccc(-n2c(=S)[nH]c3cc(C(=O)NCc4cccnc4)ccc3c2=O)cc1	-16	17	-1.8	-1	-1	-4	-1	-2	2
C[C@H](NC(=O)[C@@H]1Cc2ccccc2CN1)C(=O)NC[C@H]1CC[C@H](C(=O)O)CC1	-11	15	0.5	12	-1	21	-2	-3	17
O=C(NCCCN1CCOCC1)c1ccccc1	-9	-8	-0.3	-2	1	6	-3	-1	-7
CCOC(=O)N1CCN(Cc2nc3cc([N+](=O)[O-])ccc3n2CC)CC1	-7	1	1.2	24	3	-12	-2	1	30
Cc1ccccc1OCC(=O)Nc1ccccc1N1CCCCC1	-6	5	6.9	21	2	20	-5	-5	16
Cc1cccn2c(=O)c(C=O)c(N3CC(C)OC(C)C3)nc12 (stereo not given)	2	5	-2.0	-1	0	-17	-1	1	1
CC(=O)NC(=S)Nc1ccc(NC(=S)NC(=O)c2ccc([N+](=O)[O-])cc2)cc1	11	20	12	14	10	3	-4	-2	0
NC(=O)CC[C@H](NC(=O)c1ccc(F)cc1)C(=O)OCC(=O)NCc1ccc(F)cc1	-6	5	0.4	10	-1	-4	-2	-2	-3
COc1ccc(/C=N/NC(=O)Cn2cnc3ccccc3c2=O)cc1OC	3	-3	1.0	11	0	0	3	4	11
CCN(CC)S(=O)(=O)c1ccc(N2CCOCC2)c(NC(=O)c2cccc3c(=O)c(C)c(-c4ccccc4)oc23)c1	28	10	-0.4	13	-1	-8	-5	-2	7
Cc1ccccc1C(=O)N1CCC(C(=O)NC(C)c2ccc(-n3ccnc3)cc2)CC1 (stereo not given)	-1	7	-0.5	14	5	3	-3	-2	2
FC(F)(F)c1cc(-c2ccccc2)nc2nc(N3CCOCC3)sc12	-18	15	-0.4	14	-1	-8	-3	3	-12
COc1cc(C(=O)OCC(=O)Nc2ccc(S(=O)(=O)NC3=NCCCCC3)cc2)cc(OC)c1OC	-1	8	-0.4	-1	-1	-16	-1	-4	-15
COc1ccc(C(NC=O)c2cc(OC)c(OC)cc2Br)cc1OC (stereo not given)	-17	11	2.4	13	2	-15	-1	0	17
O=C1CC(C(=O)O)S/C(=N\NC(=O)c2ccccc2)N1 (stereo not given)	5	-4	-2.5	-3	1	16	-6	2	6
C=CCn1c(SCc2ccccc2)nc(O)cc1=O	4	2	-3.7	17	3	13	-4	0	8
COc1cccc(NC(=O)c2ccc(-c3ccccc3[N+](=O)[O-])o2)c1	2	26	-4.7	7	28*	-29	0	-4	-7
O=C(CCS(=O)(=O)c1ccc(F)cc1)Nc1ccc(N2CCN(Cc3ccccc3)CC2)cc1	2	13	1.3	12	0	4	0	0	-1
O=C(Nc1ccc(C2CC2(Cl)Cl)cc1)c1cccc([N+](=O)[O-])c1 (stereo not given)	7	40	77*	-286	0	1	2	-5	15
Cc1ccc(C)c(NC(=O)CSc2nnc([C@@H](N)Cc3ccccc3)o2)c1	14	8	-0.1	20	-3	20	0	2	10
CC1(C)Cc2nc3sc4c(SCC(=O)NC(c5ccccc5)c5ccccc5)ncnc4c3cc2CO1	-10	-9	1.7	26	1	3	-1	-5	21

Taken from above (14 entries):
SMILES	TIM10 inh	NALP3 yeast inh	MPTP inh	tim23-1 inh	NR3A LBD binder	APJ antagonist	APJ agonist	MIN6 prolif	tim10-1 inh
Cc1ccccc1OCC(=O)Nc1ccccc1N1CCCCC1	-6	5	6.9	21	2	20	-5	-5	16
Cc1cccn2c(=O)c(C=O)c(N3CC(C)OC(C)C3)nc12 (stereo not given)	2	5	-2.0	-1	0	-17	-1	1	1
CC(=O)NC(=S)Nc1ccc(NC(=S)NC(=O)c2ccc([N+](=O)[O-])cc2)cc1	11	20	12	14	10	3	-4	-2	0
NC(=O)CC[C@H](NC(=O)c1ccc(F)cc1)C(=O)OCC(=O)NCc1ccc(F)cc1	-6	5	0.4	10	-1	-4	-2	-2	-3
COc1ccc(/C=N/NC(=O)Cn2cnc3ccccc3c2=O)cc1OC	3	-3	1.0	11	0	0	3	4	11
CCN(CC)S(=O)(=O)c1ccc(N2CCOCC2)c(NC(=O)c2cccc3c(=O)c(C)c(-c4ccccc4)oc23)c1	28	10	-0.4	13	-1	-8	-5	-2	7
Cc1ccccc1C(=O)N1CCC(C(=O)NC(C)c2ccc(-n3ccnc3)cc2)CC1 (stereo not given)	-1	7	-0.5	14	5	3	-3	-2	2
FC(F)(F)c1cc(-c2ccccc2)nc2nc(N3CCOCC3)sc12	-18	15	-0.4	14	-1	-8	-3	3	-12
COc1cc(C(=O)OCC(=O)Nc2ccc(S(=O)(=O)NC3=NCCCCC3)cc2)cc(OC)c1OC	-1	8	-0.4	-1	-1	-16	-1	-4	-15
COc1ccc(C(NC=O)c2cc(OC)c(OC)cc2Br)cc1OC (stereo not given)	-17	11	2.4	13	2	-15	-1	0	17
O=C1CC(C(=O)O)S/C(=N\NC(=O)c2ccccc2)N1 (stereo not given)	5	-4	-2.5	-3	1	16	-6	2	6
C=CCn1c(SCc2ccccc2)nc(O)cc1=O	4	2	-3.7	17	3	13	-4	0	8
COc1cccc(NC(=O)c2ccc(-c3ccccc3[N+](=O)[O-])o2)c1	2	26	-4.7	7	28*	-29	0	-4	-7
O=C(CCS(=O)(=O)c1ccc(F)cc1)Nc1ccc(N2CCN(Cc3ccccc3)CC2)cc1	2	13	1.3	12	0	4	0	0	-1

Continued:
SMILES	TIM10 inh	NALP3 yeast inh	MPTP inh	tim23-1 inh	NR3A LBD binder	APJ antagonist	APJ agonist	MIN6 prolif	tim10-1 inh
CC(=O)c1cccc(S(=O)(=O)Nc2cccc(S(=O)(=O)NC3=NCCC3)c2)c1	-6	10	-0.1	-7	-1	19	0	-2	-4
O=C(CN1C(=O)COc2ccccc21)N(Cc1ccc2c(c1)OCO2)CC1CCCO1 (stereo not given)	27	8	-2.2	15	1	7	-6	1	23
COc1ccc(C(=O)NC2CCCc3c2cnn3-c2ccc(C)c(C)c2)c(OC)c1OC (stereo not given)	21	15	-0.2	29	-3	7	-2	-5	38
COc1ccc(CCNS(=O)(=O)c2cccc(F)c2)cc1OC	0	2	1.7	9	1	-3	-4	2	-6

Screens deposited in PubChem by Sanford-Burnham Center for Chemical Genomics.

Random draw from the library; 7.2% or so of the library scored in one or more.
